Screens from PubChem.
H1N1 NS1A inhibition: H1N1 influenza NS1A inhibitors, functional cell based assay (AID 504329); NS1A functional cell-based assay, percent inhibition; higher % means a stronger effect; inhibition, % at 12.5 µM, or IC50 in µM where a hit was titrated; actives 0.3% (n = 340,000); in the data active = a potency from the dose series; inconclusive = inhibition above about 27% without an active follow-up result; also: strong numbers were not always called active
H37Rv inhibition: M. tuberculosis growth inhibition, HTS (AID 449762); M. tuberculosis H37Rv growth inhibition, 7H9 media; higher % means a stronger effect; one-dose inhibition, % at 25 µM; IC50 in µM for titrated hits; actives 0.59% (n = 330,000); in the data active = a potency from the dose series; inconclusive = inhibition above about 70% without an active follow-up result;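 also: bacterial growth assessed after seven days of incubation; strong numbers were not always called active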
M. tuberculosis: growth inhibition of non-replicating M. tuberculosis (AID 488890). actives 0.39% (n = 320,000). Mycobacterium tuberculosis non-replicating, growth inhibition; higher % means a stronger effect. one-dose inhibition, % at 25 µM; IC50 in µM for titrated hits; in the data active = a potency from the dose series; inconclusive = inhibition mostly from about 82% at the one dose, without a potency; inactive = the rest, 99 in 100 with inhibition below about 76%;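 also: plate controls were DMSO cells for no effect and high antibiotic wells for full effect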
inhibitors of VEEV: inhibitors of VEEV TC-83 cytopathic effect, confirmation, Vero cells (AID 588727); Vero cells, VEEV TC-83 cytopathic effect inhibition; higher % means a stronger effect; one-dose inhibition, % at 20 µM; IC50 in µM for titrated hits; actives 0.13% (n = 350,000); in the data active = a potency from the dose series; inconclusive = inhibition mostly from about 14% at the one dose, without a potency; inactive = the rest, 99 in 100 with inhibition below about 12%; also: strong numbers were not always called active
PhoP GFP inhibition: Inhibition of PhoP regulon, Salmonella typhi GFP reporter cells, confirmation, 4 h (AID 1850). Salmonella Typhi PhoP-promoter GFP reporter, fluorescence, 4 h; higher % means a stronger effect. actives 0.33% (n = 310,000). inhibition, % at 50 µM, or IC50 in µM where a hit was titrated; in the data active = a potency from the dose series; inconclusive = inhibition mostly from about 25% at the one dose, without a potency; inactive = the rest, 99 in 100 with inhibition below about 19%;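 also: 0% = induced wells with vehicle and 100% = uninduced wells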
inhibitors of VEEV 10K pilot screen: further read-out of inhibitors of VEEV, marked with its call; inhibition, %; measured here: 10K pilot screen inhibition
The depositor's hits bear a star; i = inactive; ? = inconclusive; / = not tested or not shown.

SMILES	H1N1 NS1A inhibition	H37Rv inhibition	M. tuberculosis	inhibitors of VEEV	PhoP GFP inhibition	others
CCOC(=O)c1sc(Nc2ccc(OCC)cc2)nc1C	-6%	9%	7%	i	-28%
COc1ccc(NC2CCCN(C(=O)COc3ccc(Cl)cc3C)C2)cc1OC (centres undefined)	-1%	-1%	38%	6.0%	-8%
Cc1ccc(Nc2nnc(SCC(=O)NCc3ccco3)s2)cc1	1%	/	/	4.7%	/
O=C(NCCC1=CCCCC1)c1ccc(Cl)c(S(=O)(=O)Nc2ccccc2)c1	-6%	2%	21%	0.8%	8%
COc1cc(/C=N/n2cnnc2-n2nc(C)cc2C)cc([N+](=O)[O-])c1O	-11%	12%	5%	1.1%	-2%
CC(=O)N1CCC(C(=O)OCc2ccccc2F)(c2ccccc2)CC1	5%	4%	9%	i	2%
COc1cc(O)ccc1/C=N/NC(=O)c1ccc([N+](=O)[O-])cc1	-2%	37%	45%	i	6%
COc1ccc(C(=O)C[n+]2ccc3c(c2)nnn3-c2ccccc2)cc1	1%	3%	-3%	i	19%
O=C(Nc1ccccc1)Oc1ccccc1	1%	1%	-20%	0.1%	-1%
CC(=O)Nc1cc2c(cc1Cl)Cc1cc(Cl)ccc1-2	1%	/	/	0.9%	/

Structures shown so far containing a carbonyl joined to an NH by a bond outside any ring, in the order listed:
SMILES	H1N1 NS1A inhibition	H37Rv inhibition	M. tuberculosis	inhibitors of VEEV	PhoP GFP inhibition	others
Cc1ccc(Nc2nnc(SCC(=O)NCc3ccco3)s2)cc1	1%	/	/	4.7%	/
O=C(NCCC1=CCCCC1)c1ccc(Cl)c(S(=O)(=O)Nc2ccccc2)c1	-6%	2%	21%	0.8%	8%
COc1cc(O)ccc1/C=N/NC(=O)c1ccc([N+](=O)[O-])cc1	-2%	37%	45%	i	6%
O=C(Nc1ccccc1)Oc1ccccc1	1%	1%	-20%	0.1%	-1%
CC(=O)Nc1cc2c(cc1Cl)Cc1cc(Cl)ccc1-2	1%	/	/	0.9%	/

(further entries)
SMILES	H1N1 NS1A inhibition	H37Rv inhibition	M. tuberculosis	inhibitors of VEEV	PhoP GFP inhibition	others
CC(=O)NCc1nc2ccccc2n1Cc1ccccc1C	-6%	0%	/	i	-6%
CC(C)(C)CN1CCNC(=O)C1CC(=O)NCCc1ccccc1F (centres undefined)	-2%	1%	16%	1.6%	2%
CC1CN(CCCOc2ccc([N+](=O)[O-])cc2)CC(C)O1 (centres undefined)	-7%	4%	0%	i	-2%
CCn1c(C)nnc1SCC(=O)Nc1ccc2c(c1)OCCO2	2%	-4%	4%	i	11%
C#CC[N+]1(CC#Cc2cccc3ccccc23)CCOCC1	/	-2%	-2%	3.2%	10%
CC(C)(CNC(=O)Cc1ccc(Cl)cc1Cl)N1CCCCC1	-6%	5%	12%	i	-2%
COc1ccc(Nc2nc3c([nH]2)c(=O)[nH]c(=O)n3C)cc1	-7%	-1%	2%	1.2%	-5%
S=C(NCCN1CCOCC1)Nc1ccc(Nc2ccccc2)cc1	1%	4%	12%	i	9%
Cc1nc(SCC(N)=O)c(C#N)c(C)c1C	1%	1%	1%	0.1%	6%
O=c1c2c(-c3ccccc3)csc2ncn1/N=C/c1c2ccccc2cc2ccccc12	6%	/	/	0.9%	-10%
Cc1cccc(NC(=O)CSC(N)=O)c1C	0%	5%	3%	3.2%	1%
CCCCn1c(O)c(C(CC)=NCc2ccc3c(c2)OCO3)c(=O)[nH]c1=O	-2%	-5%	39%	i	0%
CC(=O)N1CCN=C1SCc1ccc(C)cc1	2%	2%	/	1.2%	10%
CCOC(=O)c1ccc(N(C(=O)CNC(=O)c2ccco2)C(C(=O)NCC2CCCO2)c2ccc(OC)c(OC)c2)cc1 (centres undefined)	6%	10%	6%	1.7%	4%
CCOC(=O)C1CCN(CCC(=O)Nc2ccc(F)cc2)CC1	-2%	-6%	2%	0.6%	3%
COc1cccc(-c2cc(C(=O)NN3CCOCC3)c3ccccc3n2)c1	-5%	1%	-4%	i	-5%
Cc1ccc2c(c1)N(C(=O)CCC(=O)N1CCOCC1)CCO2	-1%	-1%	6%	i	-3%
O=C(COC(=O)Cc1ccc(Br)cc1)NCC1CCCCC1	-4%	-5%	67%	0.4%	0%
Cc1ccc(NC(=O)CCc2nnc(SCC(=O)Nc3ccccc3C)n2C)cc1Cl	-3%	3%	-2%	i	-7%
O=C(COc1cccc2cccnc12)Nc1nccs1	-8%	?	?	2.3%	1%
Cc1cc(C)c(C(=O)c2ccc(C(=O)N(C(C)C)C(C)C)cc2)c(C)c1	-11%	-7%	28%	i	-15%
CCC1(CC)NC(=O)N(CC(=O)OCC(=O)Nc2ncc(Cl)cc2Cl)C1=O	0%	-11%	0%	i	-2%
COc1ccc2nc(C3CCCCC3)nc(C3CCCCC3)c2c1	0%	1%	3%	i	6%	inhibitors of VEEV 10K pilot screen=0.0
CC1CCCC(C)N1C(=O)COC(=O)CCC(=O)c1cccs1 (centres undefined)	-26%	-4%	1%	0.7%	/
CCC(=O)N1CC2(C)CN(C(=O)CC)CC(C)(C1)C2	6%	-3%	-13%	3.8%	-5%
O=C(COC(=O)c1cccc(S(=O)(=O)N2CCOCC2)c1)c1ccccc1	12%	-12%	-4%	2.2%	-10%
CC(=O)NCC(=O)NC1CCCc2c1cnn2-c1ccc(C(C)(C)C)cc1 (centres undefined)	-1%	6%	5%	1.6%	2%
CCNC(=O)N(CC)C[C@H]1N[C@@](Cc2ccccc2)(C(=O)OC)[C@H]2C(=O)N(C)C(=O)[C@@H]12	-10%	-1%	-4%	0.5%	/
CCOc1cc(CNn2c(C)nnc2SCC(=O)NC(C)(C)C)ccc1OCC(=O)NC(C)(C)C	2%	-2%	12%	0.7%	-6%
CN1CCN(c2ccc(S(=O)(=O)N3CCCCC3)cc2NC(=O)c2ccc3ccccc3c2)CC1	32%	63%	54%	3.8%	-5%

4 consecutive compounds from above, quoted:
SMILES	H1N1 NS1A inhibition	H37Rv inhibition	M. tuberculosis	inhibitors of VEEV	PhoP GFP inhibition	others
CC(=O)NCC(=O)NC1CCCc2c1cnn2-c1ccc(C(C)(C)C)cc1 (centres undefined)	-1%	6%	5%	1.6%	2%
CCNC(=O)N(CC)C[C@H]1N[C@@](Cc2ccccc2)(C(=O)OC)[C@H]2C(=O)N(C)C(=O)[C@@H]12	-10%	-1%	-4%	0.5%	/
CCOc1cc(CNn2c(C)nnc2SCC(=O)NC(C)(C)C)ccc1OCC(=O)NC(C)(C)C	2%	-2%	12%	0.7%	-6%
CN1CCN(c2ccc(S(=O)(=O)N3CCCCC3)cc2NC(=O)c2ccc3ccccc3c2)CC1	32%	63%	54%	3.8%	-5%

Other entries
SMILES	H1N1 NS1A inhibition	H37Rv inhibition	M. tuberculosis	inhibitors of VEEV	PhoP GFP inhibition	others
Oc1ccc(-c2csc(Nc3ccccn3)n2)cc1	7%	16%	4%	6.8%	-9%
COc1cccc(NC(=O)CCCN2C(=O)C3CC=CCC3C2=O)c1 (centres undefined)	-7%	7%	-7%	2.6%	-6%
Nc1ccc(N2CCOCC2)cc1C(F)(F)F	-2%	-3%	4%	1.0%	-6%
COc1ccccc1N1CCN(/N=C/c2cccc(Cl)c2)CC1	-1%	4%	28%	4.0%	-4%
Cc1cc(=O)n2c(sc3ccccc32)c1C#N	3%	-3%	-9%	1.4%	-8%
COc1cccc(/C=N\NC(=O)C2=NNC(=O)C2C)c1O (centres undefined)	10%	5%	-11%	1.4%	0%
COC(=O)C1=C(C)NC(=O)C1(NC(=O)c1ccncc1)C(F)(F)F (centres undefined)	3%	5%	8%	i	-1%
O=C(OCCOCCN=C1NS(=O)(=O)c2ccccc21)c1ccc(F)cc1	2%	4%	-7%	i	-6%
COc1cccc(NC(=O)COc2cccc(-n3cnnn3)c2)c1	-4%	-7%	8%	1.9%	-7%
Cc1ccccc1-c1nc(Cc2ccc(Cl)cc2)no1	-12%	2%	75%	3.3%	8%
CCN(CC)S(=O)(=O)N1CCC(C(=O)NC(C)CCc2ccccc2)CC1 (centres undefined)	22%	-6%	10%	0.6%	0%
CCOc1ccc(OCCC(=O)NNC(=O)c2ccccc2Cl)cc1	-3%	8%	-5%	0.9%	4%
CC1=CC(=O)C(C(C)C)=C/C1=N/OS(=O)(=O)c1ccccc1	15%	1.4µM*	?	5.8%	-8%
COc1ccc(CCNc2ccc(S(N)(=O)=O)cn2)cc1	8%	-6%	7%	1.9%	-9%
Cn1c(N)c(C(=O)COC(=O)C2(c3ccc(F)cc3)CCCC2)c(=O)n(C)c1=O	-16%	5%	6%	7.4%	-5%
Cc1ccc(S(=O)(=O)N2[C@@H](c3ccc(F)cc3)C(C(=O)O)=CC[C@H]2c2cccs2)cc1	6%	-5%	8%	0.0%	-1%
Cc1ccnc(N2C(=O)C3C4CC(C(Br)C4Br)C3C2=O)c1 (centres undefined)	-2%	4%	0%	5.8%	-2%
COc1ccc(C(=O)NCc2nnc(SCC(=O)c3ccccc3)o2)cc1	-4%	-2%	33%	1.5%	2%
CC(C)Sc1nc2c(cnn2-c2ccc(Cl)cc2)c(=O)[nH]1	-1%	-4%	2%	1.5%	-1%
O=[N+]([O-])c1cccc(-c2cnc3ccccc3n2)c1	-4%	-7%	-1%	1.0%	1%
COc1ccc(C(=O)N/C(N)=N/c2nc3ccccc3o2)cc1	-5%	43%	-11%	6.9%	20%
CC1(C)CC2CC(C)(CN2c2ncnc3ccccc23)C1 (centres undefined)	-2%	-4%	29%	i	-5%
O=C(COC(=O)c1cc(S(=O)(=O)N2CCCCC2)ccc1Cl)NCc1ccco1	-19%	-8%	-5%	1.1%	-4%
CCOC(=O)C1C(=O)NC(N2CCN(c3ccccc3)CC2)=NC1c1ccccc1 (centres undefined)	0%	-5%	-2%	2.5%	-6%
c1cc(C2CCN(Cc3nc(-c4ccc5c(c4)OCO5)no3)CC2)ccn1	-26%	0%	18%	i	-3%
Cc1nc(CNC(=O)c2ccccc2OC2CCN(S(C)(=O)=O)CC2)cs1	0%	4%	-6%	0.4%	-2%
Cc1ccc(CNC(=O)CN2C(=O)COc3ccc(S(=O)(=O)N4CCC(C)CC4)cc32)o1	-6%	-3%	4%	1.1%	-6%
COc1ccc(NC2(c3ccccc3)OC(=O)c3ccccc32)cc1 (centres undefined)	-8%	-2%	-2%	2.0%	9%
COc1ccc(CNC(=O)C(c2cccs2)N(Cc2ccco2)C(=O)Cc2cccs2)cc1 (centres undefined)	-1%	5%	28%	5.8%	7%
O=C(CSc1nnc(CNC(=O)c2c(F)cccc2F)o1)NCc1ccccc1Cl	-3%	5%	42%	4.5%	-8%
CC1CCN(S(=O)(=O)c2nnc(NC(=O)c3cccc(Cl)c3)s2)CC1	-14%	1%	16%	1.2%	-4%
COC(=O)CC1COc2ccccc2N1C(=O)c1ccc(C(C)(C)C)cc1 (centres undefined)	-10%	-1%	6%	i	12%
Cc1cccc(C)c1NC(=O)C1CCN(C(=O)c2cccs2)CC1	4%	-8%	-6%	1.9%	-2%
Cn1c(N)c(C(=O)CSc2nn(-c3ccc(F)cc3)c(=S)s2)c(=O)n(C)c1=O	-10%	4%	-28%	2.2%	/
O=C(CC(=O)NCc1ccc(Cl)cc1)NCc1ccccc1	-1%	4%	-2%	0.7%	6%
CCN1CCN(c2ccc(S(=O)(=O)N3CCCCC3)cc2NC(=O)Cc2c(Cl)cccc2Cl)CC1	4%	1%	61%	6.0%	-1%
Cc1ccc(S(=O)(=O)N(CC(=O)NC2CCCCCC2)c2ccccc2F)cc1	2%	-2%	-6%	1.8%	2%
CN1CC(=O)N2C(c3cccc([N+](=O)[O-])c3)c3[nH]c4ccccc4c3C[C@H]2C1=O (some centres undefined)	-21%	6%	3%	i	-1%
O=C(NC1CCCc2ccccc21)c1ccccc1 (centres undefined)	-5%	3%	70%	i	-7%
Cc1c(Cl)cccc1NC(=S)Nc1ccccn1	4%	-2%	42%	0.3%	5%

4 compounds picked at random from those above, as already listed:
SMILES	H1N1 NS1A inhibition	H37Rv inhibition	M. tuberculosis	inhibitors of VEEV	PhoP GFP inhibition	others
COC(=O)C1=C(C)NC(=O)C1(NC(=O)c1ccncc1)C(F)(F)F (centres undefined)	3%	5%	8%	i	-1%
O=C(CC(=O)NCc1ccc(Cl)cc1)NCc1ccccc1	-1%	4%	-2%	0.7%	6%
CCC(=O)N1CC2(C)CN(C(=O)CC)CC(C)(C1)C2	6%	-3%	-13%	3.8%	-5%
CCNC(=O)N(CC)C[C@H]1N[C@@](Cc2ccccc2)(C(=O)OC)[C@H]2C(=O)N(C)C(=O)[C@@H]12	-10%	-1%	-4%	0.5%	/
